# Bioassay records from PubChem.
# HepG2 tox: qHTS for Inhibitors of TGF-b: Cytotox Counterscreen; HepG2 CAGA-GFP viability, ATP luminescence, 18 h; Potency, µM (highest dose often 46.1 µM), for the others: at the top dose activity change, negative = cytotoxicity, actives largely listed as cytotoxic; 0.76% of 410,000 active; note: potency is the fitted concentration of half-maximal effect; some results filed as inactive show a strong effect at the top dose
#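 HepG2 CAGA-GFP cells (1000/well, DMEM with 1% FBS) received compound, then TGF-beta at 500 pg/mL final, and were incubated 18 hours at 37 degrees C. Viability was read by CellTiter-Glo luminescence. Media-only wells were set as complete cell-killing and DMSO as no toxicity.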
# Nrf2 ARE act: qHTS of Nrf2 Activators. 0.31% of 410,000 active. Potency, µM (top dose mostly 46.1 µM), for the others: at the highest dose activation, most hits filed as activators. AREc32 ARE-luciferase reporter (MCF7-derived line), luminescence, 24 h. AID 624171, 2012; note: potency is the fitted concentration of half-maximal effect; % of control where 0% means no effect; nearly all actives have a fitted effect of over 65% in size
#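 ARE activation measured as luciferase luminescence (Steady-Glo, 30 min RT) in AREc32_Fluc cells after 24 hr compound exposure at 37 deg C, 5% CO2; cells seeded overnight at 1000/well in OPTI-MEM, 5% FBS.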
# S2 tox: Viability Counterscreen for Primary qHTS for Inhibitors of ATXN expression. S2 cells (HEK-293 line with an ATXN2-luciferase reporter) viability, CellTiter-Fluor protease fluorescence, 24 h. 0.49% of 400,000 active. AID 651635, 2014. Potency, µM (highest dose often 56.7 µM), actives largely listed as cytotoxic; note: potency is the fitted concentration of half-maximal effect; nearly all actives have a fitted effect of over 40% in size
# Nrf2 inh: Nrf2 qHTS screen for inhibitors; A549 ARE-Fluc reporter, luciferase luminescence, 18-24 h; Potency, µM (series often up to 46 µM), for the others: at the highest dose activity change, negative = inhibition, hits mostly inhibitors; 2.1% of 360,000 active; note: potency is the fitted concentration of half-maximal effect; % is set by controls: 0 for no effect and ±100 for the full control effect; nearly all actives have a fitted effect of over 60% in size
#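 Two sequential reads on A549 ARE_Fluc cells exposed to compound for 18-24 h: a CellTiter-Fluor fluorescence read for viability, then a luciferase luminescence read for Nrf2/ARE activity.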
# CCT chaperon mod: High-Throughput Screening for Modulators of Cytosolic Chaperonin Activity. purified chaperonin ATPase assay, HTRF ADP detection, 30 min. activity change, % (concentration not given with the values), hits read low. 0.3% of 360,000 active. AID 651819, 2012; in the data active = activity change below about -30%; note: % is set by controls: 0 for no effect and ±100 for the full control effect
#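 TRiC at 40 or 20 nM final (batch-dependent) in 30 mM Tris pH 7.4, 100 mM KCl, 5 mM MgCl2, 1 mM DTT, with compound at single 76 uM and 10 uM ATP, 30 min at 37 deg C. ADP detected by HTRF Transcreener, 665/615 ratio.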
# Akt phos inh: HTS Assay for Inhibitors of Akt Phophorylation: Primary Screen | Neuro2A IGF-stimulated pAkt S473 HTRF, 20 min; hits give low values | activity change, % for hits at 50 µM | 0.32% of 360,000 active | AID 651550, 2012; in the data active = activity change below about -80%; inconclusive = mostly about -51% to -80%; note: % is set by controls: 0 for no effect and ±100 for the full control effect
#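 Single-point screen (50 µM final compound) in Neuro2A cells stimulated 20 min with 6 nM IGF at 37 deg C. After lysis, Ser473-phosphorylated Akt read by HTRF (ex 330 nm, em 615/665 nm) as the 665/615 ratio.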
# Mm-Cpn inhibitor: Inhibitors of TCP-1 ring complex (TRiC) of Methanococcus maripaludis (MmCpn): qHTS. Chaperonin Mm-Cpn (Methanococcus maripaludis). 0.031% of 330,000 active. Potency, µM (highest dose often 76.9 µM), without a hit: top-dose activity, negative = inhibition, actives largely listed as inhibitors. purified Mm-Cpn ATPase, ADP Transcreener TR-FRET; note: potency is the fitted concentration of half-maximal effect; % is set by controls: 0 for no effect and ±100 for the full control effect; nearly all actives have a fitted effect of over 80% in size
#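 Purified archaeal Mm-CPN (25nM final) preincubated 10 min at 37degC with compound, then 10uM ATP for 30 min at 37degC; ADP measured by HTRF Transcreener TR-FRET; buffer 30 mM TRIS pH 7.4, 100mM KCl, 5mM MgCl2, 1mM DTT.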
# A549 viability: Nrf2 qHTS screen for inhibitors: counterscreen for cytotoxicity; A549 ARE-Fluc cells, CellTiter-Fluor viability, 18-24 h; Potency, µM (doses to about 46 µM), inactives show at the highest dose activity change, negative = cytotoxicity, usual class: inhibitors; 0.16% of 390,000 active; AID 504648, 2011; note: potency is the fitted concentration of half-maximal effect; % is set by controls: 0 for no effect and ±100 for the full control effect
#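 Cytotoxicity counterscreen: CellTiter-Fluor fluorescence was measured in A549 ARE_Fluc cells after 18-24 h of compound exposure in a concentration series. The subsequent BugLite luminescent read reports ARE-luciferase activity.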
# TGFb SMAD3 inh: qHTS for Inhibitors of TGF-b; HepG2 CAGA-GFP TGF-b/SMAD3 reporter, GFP fluorescence, 18 h; TGF-beta stimulated, 500 pg/mL final; 1.2% of 410,000 active; Potency, µM (highest dose often 46.1 µM), without a hit: at the highest dose activity, negative = inhibition, usual class: inhibitors; AID 588855, 2011; note: potency is the fitted concentration of half-maximal effect; % is set by controls: 0 for no effect and ±100 for the full control effect; nearly all actives have a fitted effect of over 65% in size
#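 Inhibition of TGF-beta-driven CAGA-GFP reporter expression in HEPG2 cells is measured by cellular GFP fluorescence after 18 h stimulation with 500 pg/mL recombinant TGF-beta in 1% FBS medium at 37 degrees C.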
# The depositor's hits bear a star; i = inactive; u = inconclusive; x = not tested or not shown; & = joins results of further samples; [ ] = another dose, or the depositor's remark. Unless noted, calls come from the whole dose curve; as a rule, active = well fitted curve in the direction sought with a large enough effect; inconclusive = small, poorly fitted or top-dose-only effect, or another doubt; inactive = no such curve, though single readings can be large; an effect the other way counts as inactive or inconclusive. Compounds were not picked by outcome (roughly 4.4% active in at least one column).
SMILES,HepG2 tox,Nrf2 ARE act,S2 tox,Nrf2 inh,CCT chaperon mod,Akt phos inh,Mm-Cpn inhibitor,A549 viability,TGFb SMAD3 inh
Cc1ccc(C)c(N2CCN(C(=O)c3cnn(C(C)(C)C)c3C3CCN(C(=O)OC(C)(C)C)CC3)CC2)c1,-9%,0.2%,x,21µM*,x,x,x,-26%,5%
CCc1c(C)nc2c(OC)cccc2c1SCCC(=O)O,15%,2.2%,i,-6%,-1.6,i,0%,1%,8%
CCOC(=O)C1(CCOc2ccccc2)CCN(Cc2cc(OC)c(O)c(OC)c2)CC1,-13%,4.3%,i,5%,0.2,i,-3%,7%,-21%
COc1cccc(NC(=O)Cn2nnc(C(=O)Nc3ccccc3)c2N)c1,-31%,3.5%,i,8%,-0.2,i,1%,x,6%
COC(=O)c1c(NC(=O)c2ccccc2C(=O)O)sc2c1CCCC2,-12%&-7%,4.8%&-0.4%,u,-24%,0.8,i,x,-5%,7%&3%
CCCCCCC1CC(C)(C(=O)CNc2nncs2)OC1=O (configuration not stated),0%,5.3%,i,-3%,-2.7,i,0%,8%,-1%
Cc1cccc(NC(=O)CSc2cc(C)c3ccccc3n2)c1,0%,-1.0%,u,6%,x,x,x,0%,-3%
OC(COc1ccccc1)Cn1c2ccccc2c2ccccc21 (configuration not stated),-47%,0.3%[9.22 µM],i,-6%,-3.2,i,-4%,-1%,u
CCc1ccc(NS(=O)(=O)c2ccc3[nH]cc(C(=O)NCCc4cccc(C)c4)c(=O)c3c2)cc1,-5%,-1.0%,x,x,x,x,x,0%,-13%
Cn1ncc(Br)c1NC(=O)Nc1ccc(Cl)cc1,6%,-0.1%,i,-6%,-0.7,i,-3%,5%,3%
CCN1C(=O)C2C(c3ccccc3F)NC(Cc3ccc(O)cc3)(C(=O)OC)C2C1=O (configuration not stated),-3%,-0.3%,i,-5%,-0.1,i,-1%,-12%,-3%
O=C(CN1C2=NCCCN2c2ccccc21)c1ccc([N+](=O)[O-])cc1,16µM*,-0.6%,i,u,-0.8,i,-1%,-10%,u
CCCCOC(=O)C1Cc2ccccc2C(=O)O1 (configuration not stated),-17%,0.1%,i,1%,-2.6,i,-2%,-1%,-9%
O=C(Nc1cccc(Cl)c1)N(CCN1CCOCC1)Cc1ccccc1F,-19%,-0.4%,x,0%,-0.9,x,0%,-1%,1%
Cc1sc(NC(=O)c2ccco2)c(C(c2cccnc2)N2CCN(C)CC2)c1C (configuration not stated),-11%,0.9%,i,-8%,-0.4,i,-2%,-8%,-2%
COc1ccccc1NC(=O)CC(NC1CCCCC1)C(=O)O (configuration not stated),16%,-0.3%[9.22 µM],i,8%,-0.9,i,2%,1%,12%
CCSc1nnc(NC(NC(C)=O)(C(F)(F)F)C(F)(F)F)s1,1%,-0.9%,i,5%,-0.7,i,0%,1%,0%
O=C(COC(=O)COc1cccc(Br)c1)Nc1ccc(F)cc1F,7%,-0.5%,i,6%,-0.2,i,1%,-7%,-1%
CCc1nc2ccc(C(=O)NCc3ccc4c(c3)OCO4)cn2c1N(CC)CCN(C)C,-2%,-1.6%,i,x,-1.9,i,x,x,12%
CC(=C/C(=O)O)/C=C/c1ccc([N+](=O)[O-])cc1,29%,0.3%,i,4%,-3.0,i,0%,-9%,28%
CCOC(=O)c1csc(-c2ccc(OC)c(OC)c2)n1,-3%,0.5%,i,14%,-0.3,i,1%,-7%,15%
COc1ccc(NC(=O)CSc2nnc(-c3ccccc3C)n2N)cc1OC,3%,-0.6%,i,5%,0.8,i,1%,-5%,6%
COc1ccccc1OC(C)C(=O)N1CCc2ccccc21 (configuration not stated),-1%,0.0%,i,6%,-1.5,i,3%,-3%,0%
COc1ccc(/C=C2\SC(=N)N(c3ccc(F)cc3)C2=O)cc1,-20%,0.0%,i,0%,-1.7,i,-2%,-3%,-1%
O=C(NCc1cccs1)C1CCC(CNS(=O)(=O)c2cccs2)CC1 (configuration not stated),-8%,2.9%,i,x,-1.3,i,0%,8%,-11%
CCOc1ccccc1NC(=O)CSc1nnc(-c2ccncc2)o1,1%,3.0%,i,8%,-1.8,i,-1%,0%,6%
CC(C)(C)c1ccc(-n2nc(C#N)c(Cl)cc2=O)cc1,6.3µM*,u,x,u,0.2,i,-9%,u,7.1µM*
CN(CC(=O)Nc1ccccc1Sc1ccccc1)C1CCCCC1,1%,1.5%,x,u,-0.5,i,1%,u,-20%
CCC(=O)Nc1ccc(NC(=O)/C=C/c2ccc(Cl)cc2)cc1,-26%,-0.6%,i,-12%,-3.3,i,1%,16%,-25%
COc1ccc(NS(=O)(=O)c2ccc(N3CCCCC3)c(NC(=O)C(C)NC(N)=O)c2)cc1 (configuration not stated),-1%,0.2%,u,-11%,-0.2,i,0%,-2%,-6%
CN(Cc1nccs1)C(=O)c1cc(COc2cccc3cnccc23)on1,-23%,0.5%,u,3%,-1.2,i,-1%,1%,-8%
CCS(=O)(=O)C(C)(CCl)C(=O)Nc1ccc(C(=O)OC)cc1 (configuration not stated),2%,-1.7%,i,-4%,-0.5,i,0%,-12%,4%
CS(=O)(=O)N1CCN(c2ccc(NC(=O)c3ccc(-c4ccc(Cl)cc4)o3)cc2)CC1,-17%,-0.7%,i,x,-1.8,u,1%,-21%,-6%
Cc1ccc(CN(Cc2cccn2-c2nnc(N3CCCC3=O)s2)C(=O)Nc2cc(C)cc(C)c2)cc1,-10%,3.7%,i,10%,x,x,x,u,-25%
O=C(Nc1nnc(C23CC4CC(CC(C4)C2)C3)s1)c1ccco1,-12%,4.7%,i,u,1.1,i,0%,-8%,11%
COc1ccc(-c2ccc(C3C(C#N)=C(N)Oc4n[nH]c(C)c43)o2)cc1 (configuration not stated),-38%,u,i,17%,-2.4,i,1%,-10%,u
O=C(CCCn1c(=O)[nH]c2ccccc2c1=O)NC1CCCCCC1,4%,-0.7%,i,-13%,-1.5,i,0%,-1%,-9%
N#Cc1c(-n2ncnc2-c2ccccc2Cl)sc2c1CCCCC2,-12%,0.8%,i,u,x,x,x,-2%,1%
Nc1nonc1-n1nnc(C(=O)N/N=C/c2c(Cl)cccc2Cl)c1CN1CCOCC1,3%,11%,i,19%,7.3,i,1%,-3%,1%
N#Cc1ccc(-c2ccco2)nc1SCC(=O)c1ccc(Cl)cc1,-22%,u,i,-19%,0.5,i,-9%,-2%,0%
COc1cccc(C(=O)NCc2ccc(N3CCN(C(=O)OC(C)(C)C)CC3)cc2)c1,-4%,0.0%,i,u,-3.2,i,0%,2%,u
COCCNC(=O)C1CCCN(C(=O)COCc2ccccc2)CC1 (configuration not stated),12%,-0.1%[9.22 µM],i,x,-1.0,i,x,x,5%
O=C(CSc1nnc(CNc2ccc(F)cc2)n1CC1CCCO1)Nc1ccccc1 (configuration not stated),6%,-0.4%,i,-15%,-2.0,i,0%,-6%,-2%
CC(C)(C)OC(=O)N(CCc1ccccc1)Cc1ccccc1OCc1ccc(NC(=O)C2CCC2)cc1,-22%,3.6%,i,u,-5.2,i,x,-7%,-26%
COc1ccc(OC)c(CCNC(=O)c2c(C)oc3ncn(C)c(=O)c23)c1,-28%,0.6%,i,u,x,x,x,-2%,-11%
CCc1c(N)nc(N)nc1Nc1ccccc1C,-10%,2.2%,i,u,1.9,i,x,4%,-18%
Cc1ccccc1Nc1cc(C(=O)NCC2CCCO2)c2ccccc2n1 (configuration not stated),-11%,-0.6%,i,-17%,-1.5,i,1%,1%,0%
O=C1Cc2ccccc2Sc2cc(OCCCN3CCCCC3)ccc21,-13%,2.5%,u,15%,-4.4,i,-11%,-8%,-6%
CN(C)CCN(Cc1ccccc1)c1nccc(N(C)C)c1C#N,-13%,-0.6%,i,0%,0.0,i,0%,4%,-4%
CC(=O)N/C(=C/c1ccc(OS(=O)(=O)c2ccc(C)cc2)cc1)C(=O)NCCCO,-38%,0.0%,u,-14%,-0.4,i,6%,-3%,0%
COc1ccccc1-c1nc(C#N)c(N2CCN(C(c3ccccc3)c3ccccc3)CC2)o1,-19%,-0.4%,i,u,-1.2,i,-1%,-4%,-8%
O=C(Nc1ccc(C(=O)N2CCOCC2)cc1)c1ccccc1[N+](=O)[O-],-47%,-0.2%,i,-7%,-1.8,i,1%,-3%,-1%
CCn1nc(NS(=O)(=O)c2ccccc2)c2cc3ccccc3nc21,-9%,0.0%,i,6%,1.0,i,-4%,-2%,-24%
O=C(Nc1nnc([C@@H]2C[C@H](O)[C@@H](CO)O2)s1)c1cccc2ccccc12,-3%,8.6%,i,x,-0.2,i,x,x,5%
Cc1ccccc1OCCC(=O)OCC(=O)Nc1cc(S(=O)(=O)N2CCOCC2)ccc1Cl,-4%,2.6%,i,22%,-1.4,i,1%,-9%,7%

# Limited to S2 tox, for some of the entries so far:
molecule	S2 tox
Cc1ccc(CN(Cc2cccn2-c2nnc(N3CCCC3=O)s2)C(=O)Nc2cc(C)cc(C)c2)cc1	i
O=C(Nc1nnc(C23CC4CC(CC(C4)C2)C3)s1)c1ccco1	i
COc1ccc(-c2ccc(C3C(C#N)=C(N)Oc4n[nH]c(C)c43)o2)cc1 (configuration not stated)	i
